EBNA-1 inhibitor = EBNA-1 DNA-binding inhibitors, primary screen, biochemical, fluorescence polarization; inhibition, % at 14.8 µM; 300,000 tested, 0.34% active; AID 1950, 2009; in the data active = inhibition above about 28%
TPT1 inh = Candida albicans TPT1 enzyme inhibitors, primary screen, biochemical, fluorescence polarization | 300,000 tested, 0.81% active | tRNA 2'-phosphotransferase TPT1 (Candida albicans SC5314) | inhibition, % at 5 µM | recombinant caTPT1, FP RNA substrate dephosphorylation;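 active = inhibition above the mean of all tested compounds plus 3 SD, set per screening campaign, cut at about 24% in these data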;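 also: plate controls were DMSO alone for no effect and ferristatin control at 100 nM for full effect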
ZTA counter = ZTA (EBV) inhibition in EBNA-1 counter-screen | P03206 | ZTA-DNA binding, fluorescence polarization | inhibition, % at 11 µM | 320,000 tested, 0.15% active | AID 2234; in the data active = inhibition above about 33%
Target sequence (P03206 whole entry, looked up): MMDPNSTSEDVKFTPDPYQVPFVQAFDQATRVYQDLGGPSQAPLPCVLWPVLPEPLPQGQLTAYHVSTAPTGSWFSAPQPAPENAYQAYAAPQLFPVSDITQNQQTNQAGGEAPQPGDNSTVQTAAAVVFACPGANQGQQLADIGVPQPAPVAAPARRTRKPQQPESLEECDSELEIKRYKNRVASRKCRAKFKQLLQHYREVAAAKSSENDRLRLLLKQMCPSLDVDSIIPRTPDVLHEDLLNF
PREPL inhibitor = PREPL enzyme inhibitors, primary screen, biochemical, fluorescence polarization. AID 2751, 2010. inhibition, % at 5.96 µM. Prolyl endopeptidase-like (Homo sapiens), Q4J6C6. 320,000 tested, 0.68% active. recombinant PREPL, fluorescence polarization activity-based probe; in the data active = inhibition above about 43%;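 also: 0% = enzyme with DMSO and 100% = wells lacking enzyme; many of its hits are not listed in these tables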
Target sequence (Q4J6C6 whole entry, looked up): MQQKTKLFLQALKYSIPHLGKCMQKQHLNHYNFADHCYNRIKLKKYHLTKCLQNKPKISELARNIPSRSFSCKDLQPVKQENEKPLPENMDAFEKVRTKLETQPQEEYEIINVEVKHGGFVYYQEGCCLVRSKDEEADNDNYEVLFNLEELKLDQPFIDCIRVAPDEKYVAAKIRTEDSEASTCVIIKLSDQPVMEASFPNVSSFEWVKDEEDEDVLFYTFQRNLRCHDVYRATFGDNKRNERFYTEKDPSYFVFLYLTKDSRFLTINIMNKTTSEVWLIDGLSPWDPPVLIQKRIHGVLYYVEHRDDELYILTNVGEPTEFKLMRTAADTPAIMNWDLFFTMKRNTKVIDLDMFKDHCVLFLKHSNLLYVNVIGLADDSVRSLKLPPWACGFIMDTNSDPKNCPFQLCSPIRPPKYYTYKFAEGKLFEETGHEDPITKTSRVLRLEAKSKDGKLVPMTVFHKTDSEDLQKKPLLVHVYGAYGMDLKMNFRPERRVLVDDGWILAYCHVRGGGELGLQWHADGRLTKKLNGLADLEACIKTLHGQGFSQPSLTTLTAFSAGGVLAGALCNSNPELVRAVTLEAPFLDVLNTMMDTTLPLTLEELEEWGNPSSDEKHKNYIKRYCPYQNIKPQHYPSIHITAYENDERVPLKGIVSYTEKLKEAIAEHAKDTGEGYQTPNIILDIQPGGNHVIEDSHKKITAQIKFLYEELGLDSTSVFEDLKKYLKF
Efflux pump inh = inhibitors of Candida efflux pumps in yeast, primary screen, S. cerevisiae, Nile Red, multiplex; S. cerevisiae Candida pump triplex; inhibition, % at 10 µM; 330,000 tested, 0.44% active; AID 485275, 2010;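 active = plate passing quality check with inhibition over a set limit, or well fluorescence over plate mean plus 4 SD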;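 also: Nile Red retained in pooled yeast measured as flow cytometry median fluorescence; 0% = buffer negative control and 100% = Enniatin B positive control; higher means more Nile Red kept so more efflux inhibition; some compounds called inactive have numbers as strong as hits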
PP5 inh = PP5 phosphatase inhibitors, primary screen, biochemical, fluorescence; 320,000 tested, 0.18% active; purified PP5c, OMFP substrate fluorescence; AID 1987, 2009; Serine/threonine-protein phosphatase 5 (Homo sapiens), P53041; inhibition, % at 6.7 µM;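 active = inhibition above the campaign's mean inhibition across all tested compounds plus 3 SD, cut at about 9.5% in these data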;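 also: 0% = DMSO only and 100% = 100 µM cantharidin control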
CTSL1 counter = Fasciola hepatica cathepsin L1 inhibitors, primary screen, counter-screen for PFM18AAP inhibitor project, biochemical, QFRET, fluorogenic peptide substrate; 300,000 tested, 0.49% active; recombinant F. hepatica cathepsin L1, Z-Leu-Arg-MCA fluorescence; inhibition, % at 5.96 µM; AID 1906, 2009;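 active = inhibition above the mean of all tested compounds plus 3 SD, set per screening campaign, cut at about 17% in these data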;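 also: 0% = plate median of test compound wells and 100% = 1 µM Z-Phe-Ala-diazomethylketone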
PP1 counter = PP1-alpha phosphatase inhibitors, primary screen, counter-screen for PP5 inhibitor project, biochemical, fluorescence, OMFP substrate, single point | Serine/threonine-protein phosphatase PP1-alpha catalytic subunit (Homo sapiens), P62136 | 320,000 tested, 0.9% active | AID 2235, 2010 | inhibition, % at 6.7 µM | purified PP1alpha;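 active = inhibition above the mean inhibition of all tested compounds plus 3 SD, computed separately for each screening campaign, cut at about 15% in these data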
HCV core dimer = inhibitors of HCV core protein dimerization, primary screen, biochemical, TR-FRET, high-throughput. TR-FRET GST/Flag-core106 dimerization, 1536-well. inhibition, % at 5 µM. 300,000 tested, 0.33% active;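 active = inhibition above the mean of all tested compounds plus 3 SD, set per screening campaign, cut at about 45% in these data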
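test system = GST/Flag-tagged HCV core106 proteins | probe or stimulus = Eu donor and XL665 acceptor anti-tag antibodies | times = compound-protein-antibody incubation 4 h at 22.5 °C | signal = TR-FRET, excitation 340 nm, emission 617 and 671 nm | measure = percent inhibition of core106 dimerization signal | controls = wells lacking GST-core106 and wells with excess unlabelled core106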
Starred values were filed as active, the others as inactive; . = no result given.

SMILES	EBNA-1 inhibitor	TPT1 inh	ZTA counter	PREPL inhibitor	Efflux pump inh	PP5 inh	CTSL1 counter	PP1 counter	HCV core dimer
Cc1ccc(-n2nc3c(Cl)nnc(C)c3c2C)cc1	-17.6	2.6	-14.3	5.9	0.7	1.9	0.5	-3.0	-9.4
COc1ccc(CN2CCN(c3cc(C)nc4c5c(C)cc(C)nc5nn34)CC2)cc1F	1.3	-1.4	-17.6	46.2*	-0.1	3.2	-2.6	2.4	1.3
COC(=O)CC(=O)Cc1nc(N)nc(Nc2ccc(C)c(C)c2)n1	-5.5	0.6	1.1	6.3	0.1	-2.3	2.3	-3.8	3.6
CC(=O)Nc1cc2c(cc1C(=O)c1ccccc1)OCCO2	-0.9	3.3	6.3	14.8	0.0	1.9	0.2	0.1	-10.9
CCOc1ccc(C(OC(=O)c2ccco2)C(=O)NCc2ccc(C)cc2)cc1 (centres undefined)	-13.9	-0.8	11.2	-7.4	0.3	3.2	-45.5	0.2	14.4
N#Cc1c(N)nc(SCC(=O)NCc2ccc3c(c2)OCO3)c(C#N)c1-c1cccs1	-10.8	-6.0	9.1	-3.6	-0.1	2.7	6.2	1.2	6.1
COCCN(C(=O)c1cc2c(s1)CCCCC2)c1c(N)n(CC(C)C)c(=O)[nH]c1=O	.	.	2.0	11.6	0.2	2.1	.	3.2	.
Cn1ncc(SCc2ccccc2)c(Cl)c1=O	16.1	-3.7	9.0	5.9	0.0	-0.7	0.2	-6.4	2.6
Cc1ccc(S(=O)(=O)N2[C@@H](c3ccccc3)C(C(=O)O)=CC[C@H]2c2cccc(Cl)c2)cc1	0.9	1.6	8.3	3.1	0.0	4.8	2.1	5.6	6.2
CCn1cc(C(=O)OCc2ccccc2)c(=O)c2ccc(C)nc21	-16.8	-1.2	-12.4	4.6	-0.1	-0.6	-0.7	0.3	1.2

Whole records from above.
Results for Cc1ccc(S(=O)(=O)N2[C@@H](c3ccccc3)C(C(=O)O)=CC[C@H]2c2cccc(Cl)c2)cc1 → EBNA-1 inhibitor = 0.9; TPT1 inh = 1.6; ZTA counter = 8.3; PREPL inhibitor = 3.1; Efflux pump inh = 0.0; PP5 inh = 4.8; CTSL1 counter = 2.1; PP1 counter = 5.6; HCV core dimer = 6.2
Results for CC(=O)Nc1cc2c(cc1C(=O)c1ccccc1)OCCO2 → EBNA-1 inhibitor = -0.9; TPT1 inh = 3.3; ZTA counter = 6.3; PREPL inhibitor = 14.8; Efflux pump inh = 0.0; PP5 inh = 1.9; CTSL1 counter = 0.2; PP1 counter = 0.1; HCV core dimer = -10.9

The list goes on.
SMILES	EBNA-1 inhibitor	TPT1 inh	ZTA counter	PREPL inhibitor	Efflux pump inh	PP5 inh	CTSL1 counter	PP1 counter	HCV core dimer
CCC(=O)N1CCN(c2ccc(NC(=O)c3ccc(N4CCOCC4)c([N+](=O)[O-])c3)cc2)CC1	12.0	0.4	-15.3	13.2	0.0	0.4	3.5	-5.3	-5.7
CC1CCCC(C)N1C(=O)COC(=O)c1ccc(F)c(S(=O)(=O)N2CCOCC2)c1 (centres undefined)	9.2	0.7	6.6	5.2	-0.1	0.7	-3.1	-4.6	-3.0
O=C(C[n+]1ccccc1)N/N=C/c1ccco1	-5.0	-0.2	-0.5	3.2	-0.1	0.2	-1.6	-2.2	-3.5
O=S(=O)(Nc1ccccc1OC(F)F)c1ccc(S(=O)(=O)N2CCCC2)cc1	.	.	-4.9	12.0	0.0	1.3	.	-2.5	.
CN1CCCN(C(=O)/C=C/c2ccc(F)cc2)CC1	-11.8	3.4	-4.3	8.2	0.1	-1.0	-2.9	-4.9	-10.1
Cc1sc2nc(CN3CCOCC3)[nH]c(=O)c2c1-c1ccccc1	3.1	-1.0	-18.1	14.9	-0.2	2.8	0.4	1.1	-12.4
CC(=O)OC1CSc2nc3ccccc3n2C1 (centres undefined)	9.3	-1.7	-4.9	2.6	0.0	1.2	-0.8	0.0	4.1
CC(C)(C)c1ccc(S(=O)(=O)NCC(=O)N2CCN(C(=O)c3ccco3)CC2)cc1	12.8	-1.1	11.4	7.7	0.0	-0.9	-0.5	-1.9	0.6
CC(=O)C1=C(O)C(=O)N(c2ccc(C(=O)O)cc2)C1c1ccccc1 (centres undefined)	-1.1	-4.8	6.9	-12.5	0.1	2.8	6.4	-5.1	-0.7
CCc1nnc(NC(=O)C2CCCN(S(=O)(=O)c3ccccc3)C2)s1 (centres undefined)	1.7	-1.1	-5.8	0.1	-0.1	2.1	-3.7	0.0	-1.2
COc1cc(NC(=O)C2CCC(CNc3c(N4CCC(C)CC4)c(=O)c3=O)CC2)cc(OC)c1 (centres undefined)	4.9	1.3	-0.1	5.4	0.2	2.3	1.5	0.5	-0.9
Cc1cc(C)cc(OCC(=O)Nc2ccc(F)cc2)c1	-6.1	0.3	15.3	0.1	0.0	0.2	0.3	1.4	-1.1
COc1cccc(C2C(C(=O)c3cccs3)=C(O)C(=O)N2c2cc(C)on2)c1 (centres undefined)	11.4	-3.2	-8.1	12.6	-0.1	-1.8	-0.4	-0.1	-1.4
CCn1c(=S)sc2c(=O)[nH]c(SCC(=O)Nc3cc(OC)ccc3OC)nc21	-1.5	1.6	18.4	15.6	0.0	-0.8	2.6	-1.8	32.0
Cc1cc(C)nc(NC(=O)C(c2ccccc2)c2ccccc2)c1	9.3	-1.6	0.3	-1.7	0.0	0.4	-1.8	2.1	2.8
Cc1ccc(C(=O)CC(=O)c2ccc(C(C)(C)C)cc2)cc1	7.0	-0.7	12.2	3.8	-0.1	1.4	6.6	-4.3	2.9
CC1CCc2c(nc3ncnn3c2Nc2ccc(OC(F)(F)F)cc2)C1 (centres undefined)	-12.6	0.3	-1.6	9.5	-0.1	2.8	1.7	1.1	10.5
Cc1ccc(NC(=O)CN(C)C(=O)C(c2ccccc2)c2ccccc2)cc1	.	.	1.9	-5.3	-0.1	2.7	.	-6.4	.
CCOC(=O)c1cnc2c(N=Nc3ccccc3)c(N)nn2c1N	11.1	2.2	10.6	-3.3	0.1	1.9	-0.8	0.2	-3.3
O=C(CC1C(=O)NCCN1Cc1ccccc1)NC1CCCCCC1 (centres undefined)	3.5	-2.3	8.4	7.8	0.1	2.0	7.0	0.0	3.0
Cc1cc(NC(=O)CCCn2nc([N+](=O)[O-])c(Br)c2C)no1	-3.2	-2.9	4.1	12.5	-0.1	-1.6	2.1	0.8	-4.1
COc1cccc2sc(Nc3nc(-c4ccccn4)cs3)nc12	-9.4	4.0	16.1	49.9*	0.0	0.8	0.0	17.1*	20.4
COC(=O)c1ccc(Cn2nnc3ccccc32)cc1	3.4	-1.4	-7.1	-6.1	0.1	1.3	6.2	-8.2	-1.4
Cc1cccc(C(=O)Nc2ccc(C(=O)/C=C/c3cccnc3)cc2)c1	6.0	-2.7	5.1	-2.8	-0.3	0.9	1.0	11.3	0.0
O=S(=O)(NCc1ccc(F)cc1)c1ccccc1Br	.	.	1.9	-4.1	-0.1	1.2	.	-0.6	.
COCCNC(=O)c1ccc(C)c(NC(=O)C2=C(C)OCCS2)c1	-0.3	0.3	-5.8	-9.6	0.2	1.4	2.7	-1.7	-1.7
COc1cc(SC)ccc1C(=O)OCC(=O)NCCNC(=O)COC(=O)c1ccc(SC)cc1OC	-3.0	0.4	-0.6	4.2	0.1	0.8	4.7	0.3	1.9
Cc1ncc(CO)c(/C=N/NC(=O)c2cccc(S(=O)(=O)N3CCCC3)c2)c1O	4.0	2.6	2.7	-7.2	0.0	2.0	-2.2	2.9	-1.9
COc1ccccc1NC(=S)N(Cc1ccccc1)Cc1cccs1	-8.5	0.1	11.1	-12.1	0.2	1.7	-3.1	1.4	4.8
CCCc1cc(=O)oc2cc(C)cc(OCC(=O)N[C@@H](CSCc3ccccc3)C(=O)O)c12	-8.9	0.0	-1.0	8.4	0.7	7.2	0.4	0.5	5.1
O=C(Nc1ccc(F)cc1)Nc1ccc2ccccc2n1	6.3	-5.0	5.4	-5.2	0.0	-0.1	-5.9	2.4	3.9
C=CCNc1ncnc2ccc(Br)cc12	-1.3	-3.9	7.9	-2.4	-0.1	0.6	-0.3	-0.8	-2.2
Cc1ccc(C)c(Oc2coc3cc(O)ccc3c2=O)c1	7.9	-2.9	-4.9	2.5	-0.1	-0.8	0.5	7.9	0.1
COc1ccc(OC)c(NC(=O)CSc2nnc3ccc(-c4ccccn4)nn23)c1	-7.3	-2.9	-6.0	-1.4	0.0	1.2	1.1	0.9	-1.2
CCN(CCCNC(=O)C1CCCN(S(=O)(=O)c2cnc[nH]2)C1)c1ccccc1 (centres undefined)	13.0	0.9	4.8	-3.3	0.1	0.1	3.6	-5.7	2.6
O=C1/C(=C\c2ccc(O)c(O)c2)N=C2CCCCCN12	0.2	26.6*	4.0	-5.5	0.0	3.6	5.3	1.5	-15.8
COC(=O)CC1C(=O)NCCN1C(=O)Nc1ccc(Cl)c(Cl)c1 (centres undefined)	1.7	-1.9	-7.0	11.4	-0.2	2.9	-2.4	1.1	2.5
O=C(CCCOc1cccc(Br)c1)NC1CCC(O)CC1 (centres undefined)	-13.5	-2.8	3.0	21.1	-0.1	3.1	-4.1	1.4	-15.9
CCCc1cc(=O)[nH]c(Nc2cc(OC)ccc2OC)n1	-5.8	4.3	13.3	5.4	0.4	5.5	-5.3	-0.1	-4.4
Nn1c(-c2cccc(Br)c2)n[nH]c1=S	7.0	-3.0	-5.9	1.7	-0.1	-0.7	1.5	-5.0	0.9
CN(c1ccc(C(=O)NC2CCCC2)cc1)S(=O)(=O)c1ccccc1	-1.8	0.3	4.3	-1.1	0.1	-1.4	-2.4	-3.2	8.9
OC(COc1ccc(CN2CCSCC2)cc1)CN1CCCCC1 (centres undefined)	3.9	-2.1	12.5	-0.4	-0.1	0.2	3.4	-2.1	2.3
Cc1ccnc2nc(C(=O)N3CCN(S(=O)(=O)c4ccccc4)CC3)nn12	0.2	-2.9	-14.6	15.8	0.0	1.8	1.4	3.7	-3.6
COc1ccc(N(CC(=O)Nc2cccnc2)S(C)(=O)=O)cc1	3.3	1.5	0.2	-2.7	0.1	-1.5	-1.2	-2.5	-1.7
COCCCn1c(C(=O)NCCN2CCOCC2)cc2c(=O)n3cccc(C)c3nc21	11.5	0.3	8.6	4.8	-0.1	0.9	4.3	-1.3	1.8
O=C1C=C(NCc2ccc(Cl)c(Cl)c2)CC1	-3.1	4.7	-4.2	11.6	0.1	3.9	0.2	1.9	-1.6
O=C(COC(=O)c1cccc(S(=O)(=O)N2CCN(c3ccccc3)CC2)c1)NCc1ccco1	7.0	2.7	-4.3	-51.4	0.0	1.5	0.6	2.8	82.4*
CCCCNc1c(N)n(CCCC)c(=O)[nH]c1=O	-11.6	-10.8	-4.3	13.4	0.1	1.0	0.6	-2.4	-5.3
CCOC(=O)N1CCC(NC(=O)C2CCN(S(=O)(=O)c3c(C)noc3C)CC2)CC1	6.1	0.6	-18.9	13.3	-0.1	1.7	1.0	-1.7	-9.3
O=C(Cc1nc2ccccc2[nH]1)c1ccc(Br)cc1	-10.1	6.0	7.9	6.1	0.0	-1.2	0.2	-1.9	-2.2
Cc1ccc(NC(=O)c2sc3nc(C)cc(C)c3c2N)cc1	1.7	-0.1	16.6	13.8	0.6	6.5	2.6	2.4	-0.2

Source: PubChem BioAssay

A portion of the library; rates above refer to the full screens.
